# SKN-1 inh – suppressors of acrylamide-induced Pgst-4::GFP reporter in worms, primary screen, SKN-1 inhibitor project, whole organism, uHTS, GFP/RFP fluorescence ratio, strain VP596 | C. elegans VP596 Pgst-4::GFP/RFP ratio, 24 h | inhibition, % at 21.8 µM | actives 0.49% (n = 360,000) | AID 624304, 2012;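 active = interference check ratio from 0.5 to 1.5 plus GFP to RFP signal ratio inhibition reaching or exceeding a fixed threshold, cut at about 30% in these data, passing the limit was not always enough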; also: some compounds called inactive have numbers as strong as hits
# MLLE-PAM2 inh – inhibitors of PABP1 MLLE–PAM2 peptide binding, primary screen, biochemical, fluorescence polarization, FITC-PAM2, GST-MLLE; inhibition, % at 20 µM; Polyadenylate-binding protein 1 (Homo sapiens), P11940; actives 0.36% (n = 360,000); in the data active = inhibition above about 35%, passing the limit was not always enough;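 also: plate controls were DMSO wells with GST-MLLE for no effect and wells lacking GST-MLLE protein for full effect; some results filed as inactive read as strong as hits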
# Target sequence (P11940 whole entry, looked up): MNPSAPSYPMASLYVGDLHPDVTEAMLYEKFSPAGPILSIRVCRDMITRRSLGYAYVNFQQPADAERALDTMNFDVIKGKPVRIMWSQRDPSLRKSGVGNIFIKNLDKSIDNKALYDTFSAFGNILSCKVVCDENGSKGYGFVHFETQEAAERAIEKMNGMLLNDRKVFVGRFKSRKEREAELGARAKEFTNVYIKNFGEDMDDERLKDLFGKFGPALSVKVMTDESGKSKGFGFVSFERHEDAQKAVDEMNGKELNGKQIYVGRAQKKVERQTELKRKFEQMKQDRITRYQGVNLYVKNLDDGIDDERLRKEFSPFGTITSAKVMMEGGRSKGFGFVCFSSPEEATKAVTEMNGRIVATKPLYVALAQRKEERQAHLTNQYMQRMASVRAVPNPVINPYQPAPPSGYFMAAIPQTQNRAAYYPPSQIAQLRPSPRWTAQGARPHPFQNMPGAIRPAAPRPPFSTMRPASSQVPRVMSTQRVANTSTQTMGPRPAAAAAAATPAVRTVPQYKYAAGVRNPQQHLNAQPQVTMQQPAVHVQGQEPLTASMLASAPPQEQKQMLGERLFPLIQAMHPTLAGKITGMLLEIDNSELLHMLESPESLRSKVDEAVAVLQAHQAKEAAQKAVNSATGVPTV
# MsrA act – bovine MsrA enzyme activators, primary screen, biochemical, absorbance, HTS | Methionine sulfoxide reductase A (Bos taurus) | actives 0.3% (n = 360,000) | activation, % at 10.6 µM | purified bovine MsrA, absorbance read-out; in the data active = activation above about 7.5%;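 also: 0% = vehicle and 100% = reference activator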
# MT1-MMP act inh – blockers of MT1-MMP proenzyme processing, primary screen, HT1080 RFP-PRO-GFP cells, GFP/RFP fluorescence. Matrix metalloproteinase-14 (Homo sapiens), P50281. GFP/RFP ratio fluorescence, overnight; percent of plate control window, DMSO zero. GFP/RFP ratio change, % at 20 µM. actives 0.061% (n = 360,000);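 active = GFP/RFP ratio change of at least 30% with cell ATP level not reduced by more than half and red fluorescence within 50% of control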; also: strong numbers were not always called active
#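 Assay system: HT1080 RFP-PRO-GFP cells | Dosing: 20 µM single dose, 1% DMSO | Incubation: Cells overnight before dosing, compound overnight, 37 °C, 5% CO2 | Evaluation: GFP/RFP fluorescence ratio | Control set: DMSO-only wells and HT1080 RFP-L50D-GFP cell wells as references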
# Tb MetRS inh – T. brucei MetRS inhibitors, primary screen, biochemical, luminescence; purified T. brucei MetRS, ATP depletion, Kinase-Glo luminescence; inhibition, % at 11.9 µM; actives 0.4% (n = 360,000);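 active = inhibition above a per-plate cutoff of the control wells' mean inhibition plus 3 SD, cut at about 5.5% in these data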;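 also: 0% = DMSO wells median and 100% = median of wells with control inhibitor compound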
#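 Test system: purified T. brucei MetRS enzyme. Also added: ATP, methionine and E. coli bulk tRNA substrates. Compound: 11.9 µM single point. Schedule: 15 min enzyme-compound preincubation, 2 h reaction, 10 min detection, 25 °C. Signal: luciferase luminescence of residual ATP, Kinase-Glo. Evaluation: percent inhibition versus plate control medians. Controls: DMSO wells, low control.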
# CendR NRP1 mod – modulators of CendR peptide binding to NRP-1, primary screen, biochemical, fluorescence polarization, uHTS | actives 0.85% (n = 360,000) | FAM-RPARPAR peptide binding to NRP-1 | inhibition, % at 25 µM | Neuropilin-1 (Homo sapiens), O14786 | AID 602438, 2012;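 active = inhibition or corrected inhibition above about 18%, plus a signal ratio from 0.5 to 1.5, limit read from the data, passing the limit was not always enough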; also: strong numbers were not always called active
# MsrA inhibitor – bovine MsrA enzyme inhibitors, primary screen, biochemical, absorbance, HTS; inhibition, % at 15.5 µM; Methionine sulfoxide reductase A (Bos taurus); purified bovine MsrA, absorbance read-out; actives 0.75% (n = 360,000); in the data active = inhibition above about 4.5%;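 also: 0% = vehicle wells with enzyme and 100% = reference inhibitor wells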
# E coli Lon inh – inhibitors of E. coli Lon protease, primary screen, biochemical, fluorescence polarization; P0A9M0; purified E. coli Lon protease; inhibition, % at 7.94 µM; actives 0.42% (n = 360,000); in the data active = inhibition above about 13%, passing the limit was not always enough;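 also: 0% = enzyme with probe and DMSO and 100% = no enzyme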
# FAS TE block – FAS thioesterase domain inhibitors, primary screen, biochemical, fluorescence intensity, uHTS; Fatty acid synthase (Homo sapiens), P49327; recombinant FAS-TE, OMFH fluorogenic substrate, fluorescence endpoint; inhibition, % at 15 µM; actives 0.67% (n = 360,000); AID 602261, 2012;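 active = compounds whose normalised, plate-corrected inhibition of enzyme fluorescence in the single-dose primary screen is 50% or more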;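 also: 0% = DMSO with enzyme and 100% = substrate without enzyme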
# Active calls of the source: *; · = no result given.
SMILES,SKN-1 inh,MLLE-PAM2 inh,MsrA act,MT1-MMP act inh,Tb MetRS inh,CendR NRP1 mod,MsrA inhibitor,E coli Lon inh,FAS TE block
Cc1cccc2cc(COC(=O)c3ccco3)c(=O)[nH]c12,-4,-2,-5,6,-0.5,0,2.7,-2,-6
O=C(NC(c1ccc(Cl)cc1)c1cnccn1)C1CCN(Cc2cccc(C(F)(F)F)c2)CC1 (stereo unspecified),-8,-2,-1,7,0.4,-6,-0.1,-9,0
CC1CCN(C(=O)c2ccc3c(=O)n4c(nc3c2)CCCCC4)CC1,4,-3,-2,-2,0.5,12,0.8,-14,19
COC(=O)c1ccc(NC(=O)CN2C(=O)NC3(CCC(C)CC3)C2=O)cc1 (stereo unspecified),2,7,0,-2,-0.1,2,-1.1,-5,-3
CC1CCN(C(=O)C2COc3ccccc3O2)CC1 (stereo unspecified),5,0,-2,-2,-0.2,9,0.3,-2,-5
CCOC(=O)C1=C(C)N(Cc2ccccc2)C(=O)NC1c1ccccc1OS(=O)(=O)c1ccccc1[N+](=O)[O-] (stereo unspecified),-8,9,-2,-7,0.3,9,-0.3,2,40
COc1ccc(OC)c(-c2nnc(SCC(=O)N3CCCC3)o2)c1,-9,-119,-2,6,-0.3,4,2.0,-4,0
Cc1ccc(NC(=O)CCNS(=O)(=O)c2ccc3c(c2)CCC(=O)N3)c(Br)c1,-4,-4,-4,-1,-0.4,-13,1.4,-9,-9
CCC(CC)N1CCN(Cc2nc3ccc([N+](=O)[O-])cc3c(=O)n2-c2ccccc2F)CC1,17,5,-2,0,-0.3,1,0.7,-8,6
CC(C)CCn1nnnc1C(c1ccc(F)cc1)N1CCC(C(N)=O)CC1 (stereo unspecified),-2,9,-2,-2,-0.1,1,-1.2,-4,-4
CCCCCC(=O)Nc1cccc(C2=NOC3(C2)C[C@@H](C(N)=O)N(C(=O)c2ccc(OC)cc2)C3)c1 (stereo partly specified),4,4,-13,2,-0.2,-10,0.3,5,-6
COc1ccc(/C=C/c2nc3ccccc3n2Cc2ccccc2OC)cc1,5,9,-6,-16,-0.5,3,2.0,-5,45
Cc1ccccc1CN1CCN(CC(=O)NCc2ccccn2)C1=O,-8,17,-1,3,0.3,-16,0.6,-3,-1
O=C1CC(NS(=O)(=O)c2ccccc2)CN1c1ccc2c(c1)OCCO2 (stereo unspecified),3,-5,-5,-1,-0.3,-9,-0.5,-1,-8
Cc1nc2cc(Cl)c(Cl)cc2nc1C,10,-19,4,0,0.3,4,0.8,2,-5
Cc1ccccc1Cn1nc(C)c(NC(=O)c2cc(-c3ccco3)on2)c1C,6,-9,-2,0,-0.4,-11,-1.7,-10,2
Cc1ccc(CN2C(=O)C(C)Oc3ccc(C)cc32)cc1 (stereo unspecified),-11,-11,-4,-4,-0.5,-16,1.6,2,10
Cc1ccc(CNc2ccc3c(c2)ncn3C(C)C)cc1,-8,4,-2,3,0.1,3,-1.2,5,-2
CCC(=O)N1CCc2cc(S(=O)(=O)NCCC(=O)NC3CCCc4ccccc43)ccc21 (stereo unspecified),1,13,-5,5,-2.0,-8,-0.3,1,2
Cc1cccc(NC(=O)CSCC(=O)N(C)Cc2ccc3c(c2)OCCO3)c1,-3,-3,-5,4,-0.7,-4,-1.9,-6,-1
COc1cc(CNS(=O)(=O)c2ccc3c(c2)CC(C)N3C(C)=O)cc(OC)c1OC (stereo unspecified),5,-5,0,2,-0.1,5,0.2,1,-3
CNC(=O)c1ccc(Nc2nnc(-c3ccc(C(N)=O)cc3)c3ccccc23)cc1,8,5,-13,·,-0.5,-5,3.5,13,-4
Cc1ccc(NC(=S)N2CCN(S(C)(=O)=O)CC2)cc1,-27,-6,-7,2,-0.4,10,-0.4,9,-4
Cn1ccc2c(-c3ccc4c(c3)OCCO4)cc3c(c21)C1CCC3O1 (stereo unspecified),8,-20,-4,5,-0.5,3,1.6,-8,13
Nc1nc2n(n1)C(c1cccc(Cl)c1)CC(c1ccc(F)cc1)N2 (stereo unspecified),9,-1,-2,0,0.4,4,0.5,5,-3
COc1ccc(NC(=O)C2CCCN(C(=O)Nc3ccc(F)cc3)C2)cc1OC (stereo unspecified),-9,5,-9,3,-0.8,11,1.6,-16,-3
CC1=C(C(=O)N2CCCCCC2)CC(CC(=O)NCCCN(C)C)C(=O)N1CCCN1CCCC1=O (stereo unspecified),11,·,-2,8,-0.8,0,-0.5,-16,-2
O=C(c1ccc(S(=O)(=O)NCc2ccco2)cc1)N1CCN(c2ccccc2)CC1,-11,6,-9,6,-0.1,0,-0.7,-6,-5
Cc1ccc(Cl)cc1NC(=S)N(CCCN1CCOCC1)Cc1ccco1,-17,-80,-8,6,-0.8,-9,0.5,-3,6
Cc1cccc2c1-c1sc(C(=O)N3CCCCC3)cc1CO2,32,8,-2,-5,-0.3,-7,1.7,2,6
COc1ccc(C(=O)CSc2nnc(COc3ccc(C#N)cc3)n2-c2ccccc2)cc1,3,-43,-2,-2,-0.3,-10,-1.7,-1,4
COC(=O)CNC(=O)c1ccc(F)cc1,-5,2,-2,0,0.3,-7,0.5,8,-7
CC1(C)CC(=O)C2=C(C1)c1c(ccc3ccccc13)NC2c1ccc(OCC(=O)O)cc1 (stereo unspecified),12,-3,-2,2,0.0,7,1.8,-3,0
CCc1cccc(NC(=S)N(CCCOC(C)C)C2CCN(C(C)=O)CC2)c1,-11,-22,3,-1,0.1,-6,0.4,-3,0
COC(=O)/C=C1\SC(N)=NC1=O,2,17,-1,-1,2.9,6,0.5,3,-6
Cc1ccc(-c2cc(C(F)F)n3ncc(C(=O)N4CCc5ccccc5C4)c3n2)cc1,3,5,-3,-4,-0.2,11,4.0,-1,53*
O=C1NC[C@H](CCCCN2C[C@H](Cc3ccc(O)cc3)N(CC3CCCCC3)C(=O)C2=O)N(CCc2ccc(O)cc2)C1=O,2,·,-3,2,-0.3,3,-1.9,-13,-3
CSc1cccc(NC(=O)CCNS(=O)(=O)c2ccc3[nH]c(=O)oc3c2)c1,0,-21,0,3,1.1,4,1.7,1,-7
C/C(=N\NC(=O)c1c(C)nc2ccccn12)c1ccc(N2CCOCC2)cc1,2,7,-3,4,-0.1,-9,-1.1,-2,-4
CCCCN(C(=O)c1ccc(N(C)S(=O)(=O)c2ccc(C)cc2)cc1)c1c(N)n(CCC)c(=O)[nH]c1=O,3,-27,1,-2,-0.5,17,1.0,3,-1

# A draw from above in order of count of non-hydrogen atoms, ascending.
SMILES,SKN-1 inh,MLLE-PAM2 inh,MsrA act,MT1-MMP act inh,Tb MetRS inh,CendR NRP1 mod,MsrA inhibitor,E coli Lon inh,FAS TE block
Nc1nc2n(n1)C(c1cccc(Cl)c1)CC(c1ccc(F)cc1)N2 (stereo unspecified),9,-1,-2,0,0.4,4,0.5,5,-3
Cc1ccc(Cl)cc1NC(=S)N(CCCN1CCOCC1)Cc1ccco1,-17,-80,-8,6,-0.8,-9,0.5,-3,6
CCCCN(C(=O)c1ccc(N(C)S(=O)(=O)c2ccc(C)cc2)cc1)c1c(N)n(CCC)c(=O)[nH]c1=O,3,-27,1,-2,-0.5,17,1.0,3,-1

# The results go on:
SMILES,SKN-1 inh,MLLE-PAM2 inh,MsrA act,MT1-MMP act inh,Tb MetRS inh,CendR NRP1 mod,MsrA inhibitor,E coli Lon inh,FAS TE block
C=CCN(c1ccccc1C(=O)NCC(=O)O)S(=O)(=O)c1ccccc1C,1,-4,-1,1,-0.5,2,-0.7,-6,-5
COC(=O)CSc1cc([N+](=O)[O-])cc2c1c(C1OCCO1)nn2-c1ccccc1,-7,18,-3,-1,-0.1,-11,-0.8,-4,-1
OCCc1ccc(NCCc2ccco2)cc1,3,-9,0,4,-0.7,-2,-0.4,-7,-14
CCc1nnc(NC(=O)CN2CCN(C(=O)c3ccccc3)CC2)s1,-3,-7,-2,-1,0.0,6,0.1,6,-12
O=[N+]([O-])c1ccc(-c2nc(=S)c3c(o2)CCCC3)cc1,18,45*,-3,-23,-0.4,2,2.0,1,3
Cc1ccc(C(=O)NC(=S)Nc2cccc(NC(=O)c3ccccc3)c2)cc1[N+](=O)[O-],13,19,-5,4,-0.7,8,0.7,5,32
CCOC(=O)c1cnc(SC2CC(=O)N(c3ccc(OC)c(OC)c3)C2=O)nc1N (stereo unspecified),3,5,-6,1,-0.6,-2,-0.4,-4,-13
Cc1ccc(N2C(=O)c3ccccc3C2=O)cc1,1,-2,-2,-1,-0.5,7,0.5,2,-3
COC(=O)C1=C/C=C\CN(C(c2ccccc2)c2ccccc2)/C=C\1C(=O)OC,-8,0,-1,-6,-0.2,5,0.3,1,9
O=C(NCc1ccccn1)c1ccc(Br)s1,5,1,-5,-1,-0.6,1,0.8,0,-8
COc1c(C)cc(Br)cc1C(=O)O,2,-13,0,-3,-0.3,8,-0.4,-4,-3
CSc1nc(-c2ccc(Cl)cc2)nn1S(=O)(=O)c1ccccc1,-3,-4,-8,4,-0.6,5,0.1,1,23
CC1SC(C)C(=O)N(CC(=O)NC2CCCCC2)C1=O (stereo unspecified),6,3,-3,6,0.3,10,0.1,-1,-2
C=CCSc1ccc(S(=O)(=O)N2CCN(C)CC2)cn1,-8,3,0,5,-0.4,12,-0.8,3,-7
CCOc1ccc(NC(=O)c2cc(F)c(F)cc2Cl)cc1OCC,-4,10,-1,2,1.0,-6,0.3,-6,2
O=C(Nc1ccccc1C(F)(F)F)NC1CCCCCCC1,0,-13,-5,-10,-1.1,6,·,-6,-2
Cc1nnc2c(NC(C)C)nc3ccccc3n12,5,-3,0,9,-0.1,7,-0.2,3,-7
Cc1ccc2c(c1)CCO[C@@]21O[C@H](CCO)C[C@H](O)[C@H]1O,17,22,-3,3,0.3,1,0.0,1,-6
Cc1cc(C)n(CC(=O)n2c(C)c(C)c3ccccc32)n1,13,6,-4,3,-0.9,-5,0.3,-11,0
CCOC(=O)N1CCC(NC(=O)CCN2C(=O)C3C4C=CC(C4)C3C2=O)CC1 (stereo unspecified),4,5,-2,2,-1.1,7,0.8,4,2
O=C(Cn1nnc2ccccc2c1=O)NC1CCCc2ccccc21 (stereo unspecified),5,-15,0,-3,0.2,0,0.3,-1,0
CCOC(=O)Cc1csc(NC(=O)c2ccc(C)o2)n1,-26,-3,-13,1,-1.6,-8,0.5,3,-9
Cc1nc2ccccn2c1C(=O)CSc1ccccc1,9,1,-3,2,-0.7,7,1.7,3,1
CCCCNC(=S)NNC(=O)c1nn(C)c(C)c1Cl,8,-44,-1,0,0.1,-6,0.2,-7,0
O=C(COC(=O)c1ccc2c(c1)S(=O)(=O)N=C1CCCCCN12)NCCc1ccc(F)cc1,14,-22,0,2,-0.2,3,-0.5,-4,0
